Screens deposited in PubChem by several laboratories.
KOR beta-arrestin-1: kappa opioid receptor activators – cell-based, luminescence, uHTS, primary screen (AID 1777) | KOR beta-arrestin recruitment, luminescence; higher % means a stronger effect | one-dose activation, % at 10 µM; EC50 in µM for titrated hits | 280,000 tested, 0.02% active; in the data active = activation above about 50%, passing the limit was not always enough; note: a part of the inactive calls stands beside numbers as strong as those of hits
GPR55 LPI antagonism: GPR55 antagonists blocking LPI-driven arrestin recruitment, primary screen, imaging, U2OS, beta-arrestin-GFP, LPI agonist (AID 2013); U2OS GPR55 beta-arrestin-GFP translocation imaging, LPI antagonism; higher % means a stronger effect; inhibition, % at 10 µM; hits with a dose series show IC50 in µM; 290,000 tested, 0.13% active;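 active = spots per cell inhibited over 60%, with over 100 cells counted and total cytoplasm intensity under 500,000; inconclusive = wells with under 100 cells, flagged as likely toxic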;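 note: U2OS cells stably carrying GPR55 and arrestin-GFP stimulated by 5 µM LPI near EC80; imaged beta-arrestin-GFP aggregate spots per cell after agonist stimulation; plate controls were LPI-stimulated DMSO wells for no effect and DMSO wells without LPI for full effect; some results filed as inactive read as strong as hits; confirmed hits need IC50 under 10 µM and bright autofluorescent wells are also inconclusive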
HIV fusion peptide: cell-free HIV fusion peptide-binding blockers – biochemical, uHTS, fluorescence dequenching, primary screen (AID 1986); cell-free peptide binding, fluorescence dequenching, 30 min; higher % means a stronger effect; one-dose inhibition, % at 20 µM; IC50 in µM for titrated hits; 290,000 tested, 0.3% active; in the data active = inhibition mostly above about 52%, no sharp cut-off; inactive = mostly below about 76%; note: some results filed as inactive read as strong as hits
Large T inhibition: TAg ATPase/helicase activity blockers – biochemical (AID 1903); SV40 large T antigen ATPase/helicase inhibition assay; higher % means a stronger effect; one-dose inhibition, % at 20 µM; IC50 in µM for titrated hits; 310,000 tested, 0.39% active; in the data active = a potency from the dose series; inconclusive = inhibition mostly from about 32% at the one dose, without a potency; inactive = the rest, 99 in 100 with inhibition below about 32%; note: strong numbers were not always called active
NOD1 inhibition: inhibition of NOD1-driven NF-kB reporter – cell-based, luminescence, uHTS, primary screen (AID 1578) | NOD1-driven NF-kB luciferase reporter cells, luminescence; higher % means a stronger effect | one-dose inhibition, % at 4 µM; EC50 in µM for titrated hits | 290,000 tested, 1% active; in the data active = inhibition mostly above about 36%, no sharp cut-off; inactive = mostly below about 34%;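 note: HEK-293T reporter cells stimulated with the NOD1 agonist gamma-tri-DAP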
NOD2 inhibition: inhibition of NOD2-driven NF-kB reporter – cell-based, luminescence, uHTS, HEK293 (AID 1566); HEK293 NOD2/NF-kB luciferase reporter, luminescence; higher % means a stronger effect; inhibition, % at 4 µM, or EC50 in µM where a hit was titrated; 290,000 tested, 0.63% active; note: many of its hits are not listed in these tables
Rac1 GTP hydrolysis: MgcRacGAP GTPase-activating activity inhibitors, confirmation, biochemical, ADP Hunter fluorescence. inhibition, % at 30 µM; hits with a dose series show IC50 in µM. 340,000 tested, 0.6% active. MgcRacGAP-stimulated Rac1 GTP hydrolysis, ADP Hunter fluorescence; higher % means a stronger effect; GST-tagged Rac1 F28L mutant substrate. AID 624330;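 active = first-screen hits whose inhibition reached a set limit at any dose in the follow-up dose series; inconclusive = inhibition above the set first-screen limit but never retested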;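 note: fluorescence reports GDP produced by GAP-driven GTP hydrolysis; strong numbers were not always called active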
GPR55 beta-arrestin: GPR55 agonists via beta-arrestin recruitment, primary screen, imaging, U2OS cells, beta-arrestin-GFP redistribution (AID 1961). activation, % at 10 µM; hits with a dose series show EC50 in µM. U2OS GPR55 beta-arrestin-GFP redistribution imaging; higher % means a stronger effect. 290,000 tested, 0.048% active;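 active = activation above 40% with more than 50 cells counted in the well; inconclusive = wells holding fewer than 50 cells, flagged as toxic or sparse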;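 note: U2OS osteosarcoma cells stably expressing GPR55 and beta-arrestin-GFP; plate controls were DMSO negative control for no effect and LPI positive control for full effect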
KOR beta-arrestin-2: kappa opioid receptor blockers – cell-based, luminescence, uHTS (AID 1778). KOR beta-arrestin recruitment, luminescence, antagonist mode; higher % means a stronger effect. inhibition, % at 10 µM; hits with a dose series show IC50 in µM. 290,000 tested, 0.091% active; note: strong numbers were not always called active
* = called active by the depositor; ? = inconclusive; . = not tested or not shown; [ ] = dose if it differs, or a comment. Cut-off read from the data, not from the text of the source, unless noted: active = inhibition above about 50%; inactive = the rest.

Values run as follows: KOR beta-arrestin-1, GPR55 LPI antagonism, HIV fusion peptide, Large T inhibition, NOD1 inhibition, NOD2 inhibition, Rac1 GTP hydrolysis, GPR55 beta-arrestin, KOR beta-arrestin-2
1. CC(CNCC1CCCO1)COc1cccc2ccccc12 (configuration not stated)
    -3.8%, 6%, 1.6%, 1%, -7%, -13%, ?, -0.2%, -10%
2. CCCc1c(C(=O)Nc2ccc(F)cc2F)cnn1-c1ccccc1
    -6.9%, 16%, -1.1%, 14%, -12%, -18%, 12%, -0.2%, 28%
3. COc1ccc(/C=N/N2CCN(Cc3ccccc3)CC2)cc1
    -6.4%, -4%, 0.6%, 11%, -32%, -9%, -5%, -0.2%, 19%[20 µM]
4. O=C(NN1CCN(Cc2ccccc2Cl)CC1)c1ccc(Cl)cc1
    1.3%, 2%, -0.6%, 9%, 9%, 22%, 8%, 0.7%, -52%
5. COc1ccc(NS(=O)(=O)c2ccc(C)c(C(=O)O)c2)cc1
    1.4%, 10%, -0.7%, 13%, -28%, -13%, -3%, -0.2%, -7%
6. Cc1ccc(CNC(=O)CCC2CCCN(Cc3cccc4cccnc34)C2)o1 (configuration not stated)
    -0.1%, 3%, 3.2%, -3%, -44%, -1%, -4%, 0.3%, -14%
7. Cn1c(=O)c2c(nc(NCCNC(=O)c3ccco3)n2Cc2ccc(F)cc2)n(C)c1=O
    0.5%, -11%, 0.7%, 5%, -12%, 33%, 4%, -0.1%, 14%
8. O=C1C2C3c4ccccc4C(c4ccccc43)C2C(=O)N1c1cccc2cccnc12 (configuration not stated)
    4.6%, -8%, -3.7%, 15%, 11%, 16%, 7%, -0.1%, -8%
9. CSc1nc2sc3c(c2c(=O)[nH]1)CCc1ccccc1-3
    2.0%, 9%, 3.3%, 15%, -24%, 7%, 10%, 0.0%, 4%
10. COc1ccc(OC)c(CN2CCN(CCc3ccccc3)C(CCO)C2)c1 (configuration not stated)
    -3.6%, -1%, -1.3%, 7%, -20%, 7%, -1%, 0.4%, -24%
11. COc1ccc(OCC(=O)N/N=C2\CCc3ccccc32)cc1
    -11%, 5%, 4.6%, 11%, -23%, 11%, 10%, -0.1%, 18%
12. Cc1cccc(CNc2ncc(-c3cccc([N+](=O)[O-])c3)n2C)c1
    3.7%, -3%, 1.5%, 3%, 2%, 10%, 15%, -0.1%, -21%
13. Cc1ccc(-c2noc(CN(C(=O)Cc3ccccc3)C(C)C)n2)cc1
    -2.5%, -10%, -2.7%, 0%, 9%, -2%, 0%, 0.2%, -9%
14. O=C(CN1CCN(c2ccc(Cl)cc2)CC1)Nc1ccc(F)cc1
    2.2%, -10%, -1.4%, 5%, -16%, -12%, 4%, -0.1%, 34%
15. CCSc1nnc(NC(=O)c2cccnc2)s1
    -2.6%, 13%, 0.7%, 1%, -22%, -7%, 2%, 0.2%, 13%
16. Cc1ccc(/C(O)=C2\C(=O)C(=O)N(CCN(C)C)C2c2ccccc2F)cc1 (configuration not stated)
    9.5%, 5%, 0.2%, 4%, 6%, 10%, 4%, 0.1%, -3%
17. CC(C)Cc1nnc(NC(=O)CCC(=O)N2CCN(c3ccc(F)cc3)CC2)s1
    -8.4%, 0%, 2.0%, 12%, 2%, -2%, 6%, -0.1%, -31%
18. Cc1ccc(C(=O)NNC2CC(=O)N(c3ccc4c(c3)OCCO4)C2=O)cc1 (configuration not stated)
    -3.2%, 7%, 2.0%, -8%, 5%, -5%, -3%, 0.4%, -24%
19. CC(=O)c1ccc(NC(=O)CSc2nnc(-c3ccco3)c(-c3ccco3)n2)cc1
    1.3%, 2%, 57%, ?, -32%, -1%, 26%, 0.8%, 2%
20. CC(C)c1ccc(C(=O)N(c2ccccn2)C(C)c2ccco2)cc1 (configuration not stated)
    1.5%, 17%, 0.0%, 15%, -62%, -66%, 4%, 0.2%, 8%
21. Cc1ccc(-c2nn(CC(N)=O)c(=O)c3ccccc23)cc1S(=O)(=O)N(C)C
    2.3%, 8%, -0.8%, 22%, -10%, 3%, 7%, 0.0%, -26%
22. O=C(CSc1ccc2nnc(-c3ccccn3)n2n1)N1CCN(c2ccccc2)CC1
    3.7%, -9%, 13%, 14%, -17%, 14%, 10%, -0.1%, -9%
23. O=C(NCC1CCCN(C(=O)c2cscn2)C1)c1ccc(-c2ccccc2)cc1 (configuration not stated)
    ., 9%, 1.3%, -3%, -16%, 13%, 15%, 0.2%, 5%[20 µM]
24. O=C(CN1C(=O)c2ccccc2C1=O)Nc1ccc(-c2nc3ccccc3o2)cc1
    -1.7%, -2%, 0.7%, -1%, -4%, 16%, -6%, 0.4%, -69%
25. CC(C)(C)NC(=O)COC(=O)c1ccc(F)cc1Cl
    5.7%, 8%, 0.3%, 4%, -30%, -4%, 6%, 0.7%, 9%
26. CC1(C)CC(=O)C2=C(C1)N(C1CCCCC1)C(=O)C2(O)C(F)(F)F (configuration not stated)
    -1.4%, 6%, 0.6%, -1%, 4%, 10%, 3%, 0.3%, 6%
27. CCCc1nc(SCC(N)=O)[nH]c(=O)c1CC
    -2.0%, 12%, -2.6%, -2%, -7%, -6%, 6%, 0.8%, 7%
28. COc1ccc(N(CC(=O)NCc2ccccc2)S(=O)(=O)c2c(C)n[nH]c2C)cc1
    7.3%, 13%, 0.5%, 8%, -7%, 15%, -5%, -0.1%, 4%
29. CC(=O)c1cccc(S(=O)(=O)N2CCCC(c3nc(-c4ccc(C)o4)no3)C2)c1 (configuration not stated)
    -4.4%, 1%, 0.0%, 36µM*, -5%, -2%, 5%, -0.2%, 1%
30. COc1ccc2cc3cc(C(=O)N(C)C4CCCCC4)oc3nc2c1
    -1.3%, 3%, -2.0%, 8%, -102%, -55%, -24%, -0.1%, 5%
31. CCOC(=O)N1CCC(NS(=O)(=O)c2cc(C(=O)OC)n(C)c2)CC1
    -1.0%, 7%, 1.2%, ., -31%, -1%, 4%, -0.1%, -39%[20 µM]
32. COc1cc2c(cc1N/C=C(\C#N)c1nc(-c3ccc(F)cc3)cs1)oc1ccccc12
    3.0%, 7%, 3.8%, 25%, -12%, 12%, 10%, -0.1%, 1%
33. Cc1oc(-c2ccccc2F)nc1CS(=O)CC(=O)NCc1ccccc1 (configuration not stated)
    0.1%, 12%, 2.8%, 14%, 9%, 8%, 6%, 0.2%, -46%
34. O=C(Nc1nc(-c2ccc(F)c(F)c2)cs1)c1cc([N+](=O)[O-])ccc1N1CCOCC1
    1.5%, 12%, 1.4%, 18%, -40%, -8%, 4%, -0.3%, 8%
35. CCN1C(=O)c2cccc3c(S(=O)(=O)Nc4ccncc4)ccc1c23
    -0.1%, 2%, 3.5%, 3%, -9%, 7%, 5%, -0.1%, -50%
36. O=C1CCCC2=C1Sc1ccc(Cl)cc1N2
    5.2%, 7%, 17%, 16%, -2%, -19%, 42µM*, -0.3%, -11%
37. CCSc1nc2sc3c(c2c(=O)[nH]1)CCc1ccccc1-3
    1.9%, 11%, 2.2%, 7%, -15%, 7%, -5%, 0.6%, 0%
38. O=C1CC(c2ccco2)Cc2nc(NCC3CCCO3)ncc21 (configuration not stated)
    -5.0%, 8%, -1.7%, -1%, -15%, 12%, 11%, 0.2%, 4%
39. Cc1ccc(S(=O)(=O)N(CC(=O)N/N=C/c2ccco2)Cc2ccccc2)cc1
    -2.2%, 1%, -0.2%, 3%, -9%, 12%, -1%, 0.2%, -4%
40. NC(=O)c1nsc(C(=O)N(CCc2ccccc2)C(C(=O)NC2CCCC2)c2ccco2)c1N (configuration not stated)
    0.1%, 6%, 0.5%, 13%, -31%, -2%, 4%, -0.1%, -14%
41. CCOC(=O)N1CCN(C(=O)CN(c2ccc(C)c(C)c2)S(=O)(=O)c2ccccc2)CC1
    2.9%, 2%, 3.4%, -5%, 6%, 16%, 7%, -0.3%, -7%
42. CCOC(=O)c1nn(-c2ccc(OCC)cc2)c2nc(-c3cccc(OC)c3)c(C#N)c(=O)n12
    -0.1%, -11%, -0.8%, -2%, -30%, -4%, 9%, -0.4%, -9%
43. CCC(C(=O)NCc1ccco1)N(C(=O)CNS(=O)(=O)c1ccccc1)c1ccc(OC)cc1 (configuration not stated)
    3.9%, -8%, 0.3%, -7%, 17%, 11%, 0%, -0.1%, 1%
44. CCN(CC)S(=O)(=O)c1csc(C(=O)NCc2ccccc2)c1
    2.9%, 6%, 0.2%, 3%, -19%, 4%, 9%, 0.0%, 1%
45. O=c1[nH]c(/C=C2\C=Nc3ccccc32)c(O)n1Cc1ccccc1F
    -2.5%, -1%, -2.7%, -7%, 16%, 9%, 9%, -0.1%, -32%[20 µM]
46. COc1cccc(N2CC(=O)N(NC(=O)CSc3nc(C)cc(C)c3C#N)CC2=O)c1
    0.3%, 9%, 1.9%, 6%, -27%, 0%, 3%, 0.1%, 2%
47. O=C(O)CSCC(=O)NCc1ccc(Cl)cc1Cl
    1.1%, 8%, 0.3%, -3%, 4%, 16%, 7%, -0.1%, -32%[20 µM]
48. NS(=O)(=O)c1ccc(NC(=O)/C=C/c2cccc(Cl)c2)cc1
    -13%, 15%, 0.0%, 11%, 8%, 10%, 1%, -0.1%, -34%[20 µM]
49. COc1ccccc1CNC(=O)[C@H](C)NC(=O)C1CCN(C(=O)[C@@H](N)C(C)C)CC1
    -2.8%, 1%, 0.9%, 10%, -22%, 17%, 2%, -0.1%, -18%[20 µM]
50. CCN(Cc1nc2cc(OC)c(OC)cc2c(=O)[nH]1)C(=O)c1ccc(S(=O)(=O)N(C)C)cc1
    -3.3%, -6%, 0.5%, 2%, -9%, -9%, 2%, -0.3%, 29%
51. COCCCN1C(=O)C(=O)/C(=C(/O)c2ccc3c(c2)CC(C)O3)C1c1cccnc1 (configuration not stated)
    -2.5%, -7%, -2.7%, 9%, 1%, 14%, 2%, 0.2%, 12%
52. CC1(C)OC(=O)C(=NNc2ccc(O)cc2)C(=O)O1
    1.8%, 13%, -1.8%, 6.7µM*, 11%, -8%, 21µM*, -0.2%, -2%
53. COc1cccc(C(=O)OCC(=O)NC(C)CCc2ccccc2)c1O (configuration not stated)
    -0.1%, -10%, -2.7%, 4%, 0%, -6%, 9%, 0.2%, -12%
54. S=C(NCc1ccccc1)NCc1ccco1
    -0.1%, 5%, 5.5%, 11%, -26%, 5%, 14%, -0.1%, 1%
55. CSc1ccc(-c2c(C#N)c(N)nc3c2c(C)nn3-c2ccccc2)cc1
    -4.9%, 5%, 26%, 7%, -10%, 15%, -8%, -0.3%, -15%
56. Cc1ccccc1CNC(=O)c1ccccc1C(=O)O
    -5.2%, 8%, 1.1%, 3%, -48%, -9%, -9%, -0.2%, -16%
57. CN(C)c1nc(OCCNC(=O)COc2ccccc2Cl)nc(N(C)C)n1
    -6.6%, 7%, -0.5%, 16%, -6%, 25%, 1%, 0.1%, -59%

Some of the compounds tested, so the mix of outcomes need not match the whole.
